Statin myotox sup: protects C2C12 myotubes from simvastatin toxicity. ATP luminescence, 48 h; scaled: DMSO 0, geranylgeraniol control 100. hit rate 0.78% among 330,000. rescue of ATP level, % at 7.49 µM. AID 602340;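 active = mean ATP rescue above about 67%, or every replicate alone reaching that limit, limit read from the data, passing the limit was not always enough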;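 also: myotubes were challenged with 10 µM simvastatin during compound exposure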
esBAF inh: blocks esBAF chromatin remodeling in mouse ES cells; hit rate 2% among 350,000; reporter increase, % at 12.5 µM; Bmi1-luciferase knock-in reporter, 24 h; 100% = twice the neutral-well signal; AID 602393; in the data active = activation above about 40%;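 also: 0% = median of the plate's neutral control wells and 100% = double that signal; a rise in the Bmi1 reporter signal indicates esBAF inhibition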
Active calls of the source: *. A portion of the library. The share of hits here may be higher or lower than overall.

SMILES	Statin myotox sup	esBAF inh
O=C(CCCC(=O)N(CC(=O)NC1CCCCC1)CC1CCCO1)Nc1ccccn1 (centres undefined)	1	-14
CCCCNC(=O)N1CCN(C(c2ccccc2)c2ccccc2)CC1	17	5
CC(C)OC(=O)CSc1nnc(Cc2ccccc2)n1Cc1ccco1	2	-8
Cc1nnc(N2CCC(C(=O)N3CCCCC3)CC2)c2nn(-c3ccc(Cl)cc3)c(C)c12	-8	0
Cc1ccc2c(c1)N(CC(=O)N1CCCCC1c1cccnc1)C(=O)CO2 (centres undefined)	5	1
CCN1CCCC1CNC(=O)c1ccc(CS(=O)(=O)c2ccccc2C)o1 (centres undefined)	1	-3
Cc1ccc(-c2cn3nc(C)c(C)nc3n2)cc1	-13	-74
Cc1cc2nc(-c3ccc(Cl)cc3)c(Cc3cccc(F)c3)n2c(C)c1Br	-5	8
O=C(NCc1ccco1)C1CCN(C(=O)Cc2ccccc2)CC1	5	-7
C=CCSc1nc(C)cc(/C=C\c2ccccc2)c1C#N	-7	5
O=C(O)c1ccc2c(c1)ncn2C1CCCCC1	1	2
Cc1c(C2CC(=O)N(c3ccccc3)C2=O)[nH]n(-c2ccccc2)c1=O (centres undefined)	-9	-6
CCn1c(SCC(=O)NC(C)C)nnc1-c1cccs1	-17	-9
O=C(C1=C(O)C(=O)N(CCc2ccccc2)C1c1cccnc1)c1ccco1 (centres undefined)	-9	-4
CC(C)CNS(=O)(=O)c1ccc(OCC(=O)Nc2ccc3c(c2)OCO3)c(Cl)c1	3	2
OCC[C@@H]1C[C@H](O)[C@@H](O)[C@@]2(OCCc3ccccc32)O1	-1	-4
CCCCNC(=O)NC1C(NC(=O)NCCCC)N(C)C(=O)N1C (centres undefined)	11	-4
FC(F)(F)c1nc2ccccc2nc1N/N=C\c1ccccc1	7	31
Clc1ccc(Cn2ncc3c(N4CCCCC4)ncnc32)cc1	30	6
Cc1ccc(NC(=O)C/C(N)=N/O)cc1C	-6	1
CCOC(=O)C1CCN(S(=O)(=O)c2c(C)[nH]c(=O)[nH]c2=O)CC1	4	-2
O=C(COc1ccc(Cl)cc1Cl)NC(=O)N1CCOCC1	9	21
CCCc1ccc(-c2cc(C(=O)N/N=C/c3ccc([N+](=O)[O-])o3)c3ccccc3n2)cc1	-40	-25
CCOC(=O)N1CCC(NC(=O)Cn2ncc3c4ccccc4n(C)c3c2=O)CC1	1	-11
COc1ccc(NCc2nnc(SCC(=O)NCc3ccco3)n2-c2ccccc2OC)cc1	1	12
SMILES	Statin myotox sup	esBAF inh
COC(=O)COc1ccc2c(-c3cccc([N+](=O)[O-])c3)cc(=O)oc2c1	-4	-10
Cc1sc(NC(=O)CSc2nnc(C(C)C)n2C)c(C#N)c1C	-6	-5
COCCCNc1nc(=S)[nH]c2cc(OC)c(OC)cc12	4	3
Cc1cc(NC(=O)c2ccc(COc3ccc(Cl)c(C)c3)o2)no1	5	6
CCOc1ccc(CCNS(=O)(=O)c2cccc3nsnc23)cc1OCC	8	-2
Cc1cc(C)nc(NC2=NCC(=O)N2c2ccc3c(c2)OCCO3)n1	3	-3
CCc1cc2c(=O)c(-c3nc4ccccc4n3C)c(C(C)C)oc2c(CN2CCN(C)CC2)c1O	-4	-10
Cc1cc(C(F)(F)F)nn1C(=O)c1cccnc1Cl	-1	5
COc1cc(C2SCC(=O)N2CCCN(C)C)cc(OC)c1OC (centres undefined)	-5	0
CCCCCOc1ccc(NS(C)(=O)=O)cc1	4	18
O=c1[nH]cnc2c([N+](=O)[O-])cccc12	-4	0
COC(=O)c1cn(N(C)c2ncc(C(F)(F)F)cc2Cl)c(=O)c2ccccc12	5	2
CCCc1cc(=O)[nH]c(SCC(=O)OCc2ccccc2)n1	-5	1
COc1ccccc1S(=O)Cc1ccc(C(=O)NCCc2ccc(Cl)cc2)o1 (centres undefined)	-13	0
COC(=O)c1ccccc1S(=O)(=O)Nc1ccc(OC)nc1	-14	-3
CCOC(=O)c1sc(NC(=O)c2ccncc2)nc1C	-12	2
O=C1c2cccnc2C(O)N1Cc1ccco1 (centres undefined)	-11	-11
CCC1(c2ccc(F)cc2)NC(=O)N(CC(=O)c2ccc[nH]2)C1=O (centres undefined)	2	-6
COC(=O)C(C)Sc1nc2c(c(=O)[nH]c(=O)n2C)n1CCCc1ccccc1 (centres undefined)	9	-4
CCc1ccccc1N(CC(=O)N/N=C/c1ccc(OC(=O)OC)c(OC)c1)S(C)(=O)=O	-7	-7
CCOC(=O)N1CCN(C(=O)CN(C)S(=O)(=O)c2ccc(OC)c(OC)c2)CC1	6	2
O=C(NC1CCCCC1)C(c1ccco1)N(Cc1cccs1)C(=O)Cn1nnc2ccccc21 (centres undefined)	8	10
CCCCOc1ccc(CSc2n[nH]c(C)n2)cc1	-15	7
CS(=O)(=O)c1ccc2nc(NC(=O)C3C4C=CC(C4)C3C(=O)O)sc2c1 (centres undefined)	3	-1
Cc1ccc(S(=O)(=O)/N=S(\C)CC2CC2(Cl)Cl)cc1 (centres undefined)	-7	-2
SMILES	Statin myotox sup	esBAF inh
CC(=O)Nc1ccc(OCC(O)Cn2nc(C)c(C(C)=O)c2C)cc1 (centres undefined)	11	-3
COc1ccc(C2=Nn3c(nnc3-c3ccccn3)SC2)cc1OC	6	-3
CP(=O)(COC(=O)c1ccccc1)COC(=O)c1ccccc1	9	-7
O=[N+]([O-])c1ccc(Cl)c(/C=N/n2c(C3CCCCC3)n[nH]c2=S)c1	13	2
Cc1c(CC(C)C)nc(N)c(C#N)c1-c1ccccc1	-15	87*
Cc1nn(C)c(C)c1NC(=O)CCCSc1nc(-c2ccco2)cc(C(F)(F)F)n1	10	-4
NCCCCCc1nnc(SC/C=C/c2ccccc2)o1	-7	-8
CC1CN(c2nc3ccccc3nc2C(C#N)C(=O)OC2CCCCC2)CC(C)O1 (centres undefined)	4	-20
Cc1[nH][nH]c(=O)c1C(c1ccc(-c2cccc(Cl)c2)o1)c1c(C)[nH][nH]c1=O	4	-4
N#Cc1nc(-c2ccco2)oc1N1CCCC1	112*	0
COc1ccc(OC)c(S(=O)(=O)NCC2CCCO2)c1 (centres undefined)	8	1
N#Cc1c(-c2ccccc2)nc2n(c1=O)CCS2	27	4
O=S(=O)(c1cccc(C(F)(F)F)c1)N1CCN(c2ccccc2)CC1	-7	-4
Cc1cnc(C(=O)Nc2ccc3c(c2)CCC3)cn1	-11	-3
CC(=O)N1CCN(CCN(CC2C(C)C=C(C)CC2C)C(C)=O)CC1 (centres undefined)	-9	6
COc1ccc2c(Cl)c(C(=O)NC3CCS(=O)(=O)C3)sc2c1 (centres undefined)	-2	21
O=C(COC(=O)c1ccc[nH]c1=O)NC1CCCC1	-2	-5
O=C(NCCO)c1cccc(Nc2nc(-c3ccccc3)c3cc(Cl)ccc3n2)c1	27	7
CCc1ccccc1NC(=O)CSc1nnc([C@H](CCSC)NC(=O)OC(C)(C)C)o1	9	1
CCOC(=O)C1CCN(S(=O)(=O)c2ccc(OCC)cc2)CC1	-4	-6
O=C(Nc1ccc2snnc2c1)N1CCOCC1	9	24
CC(=O)c1c(C)nn(C(=O)N2CCOCC2)c1C	-7	3
Cc1noc(C)c1CSc1nc2ccccc2c(=O)n1-c1ccccc1	-23	-10
CCN1CCCC1CNc1ncnc2c1[nH]c1ccc(F)cc12 (centres undefined)	5	-12
Cc1cccc(NC(=O)C2CCCN2C(=O)Oc2ccccc2)c1 (centres undefined)	5	-6
SMILES	Statin myotox sup	esBAF inh
COc1ccc([N+](=O)[O-])cc1NC(=S)Nc1ccccc1	9	-1
CC(C)(C)C(=O)Nc1ccc(C(=O)N/N=C/c2ccccc2OC(=O)c2ccc(Cl)cc2Cl)cc1	-26	1
O=[N+]([O-])c1ccc(Oc2c(F)c(F)nc(N3CCCC3)c2F)cc1	5	1
CSCCC(NC(=O)c1ccc(=O)n(C)n1)c1nc2ccccc2[nH]1 (centres undefined)	2	-2
Cc1cc(C[n+]2ccccc2)c2nsnc2c1	-35	5
O=C(Nc1ccc(-c2nnc(-c3ccccc3)o2)cc1)C(F)(F)F	2	19
O=C(NCCN1Cc2ccccc2C1=O)c1cccs1	-2	16
COc1ccc(NS(=O)(=O)c2ccc(NC(=S)NC(=O)C(C)C)cc2)cc1	-10	3
COc1ccc(N2C(=O)CC(NC3CC3)C2=O)cc1 (centres undefined)	-4	-3
Cc1cn(C2CC3OCC3O2)c(=O)[nH]c1=O (centres undefined)	17	-7
O=C1CSC(c2ccc(Cl)cc2)N1C1CCCCC1 (centres undefined)	-9	-6
COc1ccc(N2C(=O)[C@@H]3[C@H](C2=O)[C@H]2c4ccccc4C=CN2[C@@H]3C(=O)Nc2ccccc2)cc1	10	16
CCOc1ccc(CNc2ccc(N3CCOCC3)c(C(=O)O)c2)cc1	-1	-7
C=CCN1CC2CC3(COc4cc(C)cc(C)c4)C=CC2(O3)C1=O (centres undefined)	2	-11
CCc1noc(C)c1C(=O)Nc1ncc(C)s1	-2	19
Nc1ccc(-c2nc3c(Cl)cc(N)cc3[nH]2)cc1	20	-65
Cc1ccc(S(=O)(=O)N2CCCC2C(=O)NC2CCCCC2)cc1 (centres undefined)	10	4
O=C(CSc1nnc(-c2ccccc2NC(=O)c2ccccc2)o1)OC1CCCCC1	-19	-3
CC(C)c1cc(C(=O)NC2CCCCC2)no1	-3	9
Clc1cccc(COn2c(-c3ccc(Cl)cc3Cl)nc3ncccc32)c1	-10	2
CCCCCCOC(=O)c1ccc(OC(=O)c2cccnc2)cc1	24	52*
Cc1cccc(NC(=O)c2cc(N3CCOCC3)nc3ccccc23)c1	9	-5
O=C(c1ccccc1)N1CCN(C2CCCCC2)CC1	7	3
Cn1cccc1C(=O)NC(=O)COC(=O)c1ccc(S(C)(=O)=O)c([N+](=O)[O-])c1	-3	0
C#CCOCCOCCOCCNc1nc(N2CCN(C(=O)[C@H]([C@@H](C)CC)n3cc([C@@H](N)CC(C)C)nn3)CC2)nc(N2CCN(C(=O)[C@H](CCCCN)n3cc([C@@H](N)CO)nn3)CC2)n1	-2	3

Among those listed so far, 15 contain an NH in an aromatic ring.
SMILES	Statin myotox sup	esBAF inh
Cc1c(C2CC(=O)N(c3ccccc3)C2=O)[nH]n(-c2ccccc2)c1=O (centres undefined)	-9	-6
CCOC(=O)C1CCN(S(=O)(=O)c2c(C)[nH]c(=O)[nH]c2=O)CC1	4	-2
COCCCNc1nc(=S)[nH]c2cc(OC)c(OC)cc12	4	3
O=c1[nH]cnc2c([N+](=O)[O-])cccc12	-4	0
CCCc1cc(=O)[nH]c(SCC(=O)OCc2ccccc2)n1	-5	1
CCC1(c2ccc(F)cc2)NC(=O)N(CC(=O)c2ccc[nH]2)C1=O (centres undefined)	2	-6
COC(=O)C(C)Sc1nc2c(c(=O)[nH]c(=O)n2C)n1CCCc1ccccc1 (centres undefined)	9	-4
CCCCOc1ccc(CSc2n[nH]c(C)n2)cc1	-15	7
O=[N+]([O-])c1ccc(Cl)c(/C=N/n2c(C3CCCCC3)n[nH]c2=S)c1	13	2
Cc1[nH][nH]c(=O)c1C(c1ccc(-c2cccc(Cl)c2)o1)c1c(C)[nH][nH]c1=O	4	-4
O=C(COC(=O)c1ccc[nH]c1=O)NC1CCCC1	-2	-5
CCN1CCCC1CNc1ncnc2c1[nH]c1ccc(F)cc12 (centres undefined)	5	-12
CSCCC(NC(=O)c1ccc(=O)n(C)n1)c1nc2ccccc2[nH]1 (centres undefined)	2	-2
Cc1cn(C2CC3OCC3O2)c(=O)[nH]c1=O (centres undefined)	17	-7
Nc1ccc(-c2nc3c(Cl)cc(N)cc3[nH]2)cc1	20	-65

More structures.
SMILES	Statin myotox sup	esBAF inh
COC(=O)c1c(C)cc(O)c(C=O)c1O	-3	6
COC(=O)C1=C(C(=O)OC)SC2(S1)C(C(=O)OC)=C(C(=O)OC)SC1=C2c2cc(C)ccc2NC1(C)C	-3	0
Cc1ccc(OCC(=O)NNC(=S)NC(=O)C2CCCCC2)c(C)c1	5	5
CCOC(=O)c1nn(C23CC4CC(CC(C4)C2)C3)c2c1C(=O)N(c1ccc(C)cc1)C2=O	121*	-10
COC(=O)CCCC(=O)N1CCOCCN(C(=O)CCCC(=O)OC)CCOCC1	110*	-1
CC(=O)c1ccc(OCC(O)CN2CCN(CC(O)COc3ccc(C(C)=O)cc3)CC2)cc1 (centres undefined)	109*	-3
O=C(N/N=C/c1cccnc1)c1cccc(NC(=O)c2ccc(Cl)cc2)c1	-2	0
OCCN=C1CCCc2c1[nH]c1ccc(Br)cc21	6	3
COCCNC(=O)NC(=O)COC(=O)c1cc([N+](=O)[O-])ccc1Sc1nc(C)cs1	-1	3
CC(Sc1nnc2c(n1)C1(C)CCC2C1(C)C)C(=O)Nc1ccccc1 (centres undefined)	-5	16
CCn1cc(CNCc2ccc(OCC(O)CN(C)Cc3ccccc3)cc2)cn1 (centres undefined)	-8	1
Cc1ccc(NC(=O)CSc2nccn2Cc2ccccc2)cc1C	21	18
CN1C(=O)CC(N2CCN(C(=O)c3ccccc3)CC2)C1=O (centres undefined)	4	-9

Source: PubChem (Broad Institute)
